Screening data deposited in PubChem BioAssay by Sanford-Burnham Center for Chemical Genomics.
Gli-Sufu block – blocks Gli-Sufu signaling in a luciferase reporter; hit rate 0.74% among 340,000; inhibition, % at 5 µM; Sufu-KO-LIGHT fibroblasts, Gli luciferase reporter luminescence;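 active = inhibition above about 55%, limit read from the data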;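 also: 0% = DMSO-treated cells and 100% = wells with medium but no cells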
CXCR6 block – CXCR6 (human) receptor inhibition. O00574. CHO-K1 PathHunter CXCR6 beta-arrestin, luminescence. inhibition, % at 20 µM. hit rate 0.36% among 360,000; in the data active = inhibition above about 34%, passing the limit was not always enough;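 also: antagonist mode with CXCL16 agonist at 10 nM final; 0% = 10 nM CXCL16 with DMSO and 100% = unstimulated wells without agonist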
Target sequence (O00574 whole entry, looked up): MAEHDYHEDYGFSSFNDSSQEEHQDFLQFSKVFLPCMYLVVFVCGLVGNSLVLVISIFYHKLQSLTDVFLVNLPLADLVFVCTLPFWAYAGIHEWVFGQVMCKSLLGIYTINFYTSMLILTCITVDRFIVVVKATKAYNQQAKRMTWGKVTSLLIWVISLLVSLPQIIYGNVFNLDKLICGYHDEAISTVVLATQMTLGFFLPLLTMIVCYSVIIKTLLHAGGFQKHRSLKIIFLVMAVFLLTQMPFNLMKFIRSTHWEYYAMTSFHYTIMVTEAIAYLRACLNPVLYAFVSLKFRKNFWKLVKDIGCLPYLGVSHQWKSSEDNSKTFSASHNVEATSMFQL
A3G deaminase – APOBEC3G (human) deaminase inhibition; inhibition, % at 20 µM; AID 493012; recombinant A3G, ssDNA deamination FAM/TAMRA fluorescence; hit rate 0.28% among 330,000; Q9HC16;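 active = inhibition of at least 40% at 20 µM, with no more than 30% in the related APOBEC3A deaminase screen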;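 also: plate controls were DMSO wells with A3G for no effect and wells lacking A3G enzyme for full effect; some compounds called inactive have numbers as strong as hits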
Target sequence (Q9HC16 whole entry, looked up): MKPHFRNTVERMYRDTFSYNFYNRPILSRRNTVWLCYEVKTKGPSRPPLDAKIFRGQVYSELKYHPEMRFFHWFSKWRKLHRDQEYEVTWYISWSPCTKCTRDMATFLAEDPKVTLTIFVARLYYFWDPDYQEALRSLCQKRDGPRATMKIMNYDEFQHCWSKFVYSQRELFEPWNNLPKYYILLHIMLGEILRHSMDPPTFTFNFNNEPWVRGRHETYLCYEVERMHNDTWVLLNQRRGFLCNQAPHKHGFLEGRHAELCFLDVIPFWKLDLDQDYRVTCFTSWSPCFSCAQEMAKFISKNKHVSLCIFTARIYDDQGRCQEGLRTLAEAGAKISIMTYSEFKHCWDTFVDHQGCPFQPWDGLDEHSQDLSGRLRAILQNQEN
A3A deaminase – inhibitors of human APOBEC3A DNA deaminase. P31941. recombinant A3A, FAM/TAMRA ssDNA deamination fluorescence. inhibition, % at 20 µM. hit rate 0.41% among 330,000;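 active = at least 40% inhibition at 20 µM here, with at most 30% in a related deaminase screen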;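 also: plate controls were A3A with DMSO for no effect and wells lacking A3A enzyme for full effect; some results filed as inactive read as strong as hits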
Target sequence (P31941 whole entry, looked up): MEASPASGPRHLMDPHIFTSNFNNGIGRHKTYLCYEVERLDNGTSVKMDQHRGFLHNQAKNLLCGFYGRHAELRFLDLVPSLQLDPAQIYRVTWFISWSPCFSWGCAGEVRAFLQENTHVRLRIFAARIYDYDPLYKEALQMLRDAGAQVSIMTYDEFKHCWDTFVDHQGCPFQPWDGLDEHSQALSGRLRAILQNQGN
EBI2 antag – antagonists of human EBI2 receptor | P32249 | EBI2 beta-arrestin recruitment, luminescence, 7a,25-OHC stimulated | inhibition, % at 5 µM | hit rate 0.81% among 360,000; in the data active = inhibition above about 38%;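 also: enzyme fragment complementation signal reports receptor beta-arrestin coupling in cells; 0% = agonist plus DMSO wells and 100% = wells without agonist; some results beyond the cut were filed as inactive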
CCR6 antag – CCR6 (human) receptor antagonism. inhibition, % at 20 µM. AID 493098. P51684. CHO-K1 CCR6 PathHunter beta-arrestin, luminescence, CCL20-stimulated. hit rate 0.49% among 340,000;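 active = compounds whose inhibition of the agonist-driven luminescence signal at 20 µM reaches about 50%, limit read from the data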;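 also: cells stimulated with CCL20 at 14 nM final; plate controls were DMSO with CCL20 for no effect and DMSO without agonist for full effect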
MPTP block – inhibitors of mitochondrial permeability transition pore; isolated mouse mitochondria, Ca2+ swelling absorbance, 30 min; inhibition, % at 10 µM; hit rate 1.4% among 360,000; AID 602449;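 active = inhibition of 50% or more, scaled per plate between neutral and stimulator controls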;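 also: 0% = DMSO wells given calcium and 100% = 1 mM EGTA wells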
NR3A LBD binder – modulates the human NR3A ligand-binding domain | Tm shift relative to glycine control, % at 25 µM | NR3A LBD differential scanning fluorimetry, Tm shift; 0% = protein alone, 100% = glycine-bound protein | hit rate 2.5% among 340,000;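 active = melting temperature shift of at least 10% of the positive control shift, at one fixed dose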
An asterisk follows results filed as active; . = not tested or not shown.

no.	SMILES	A3A deaminase	NR3A LBD binder	CXCR6 block	A3G deaminase	Gli-Sufu block	EBI2 antag	MPTP block	CCR6 antag
1	Brc1ccccc1C1Nc2cccc3cccc(c23)N1	0	-8	6	-6	-1	2	0.3	8
2	COc1cccc(C(=O)NC(=S)Nc2ccc(Cl)c(C(=O)O)c2)c1	-5	0	26	-4	-18	-7	0.0	-1
3	COc1ccc(N(CC(=O)Nc2ccccc2F)S(=O)(=O)c2ccc(C)c([N+](=O)[O-])c2)cc1	1	-8	9	-6	-1	16	-1.2	9
4	COc1c([N+](=O)[O-])c(=O)oc2ccccc12	-4	13*	-9	-7	-7	-4	0.0	3
5	O=C(c1cc(C2CC2)on1)N1CCCC(N2CCN(c3cccc(C(F)(F)F)c3)CC2)C1 (centres undefined)	1	1	-3	-4	0	9	-0.8	5
6	O=C(O)Cc1ccc(NC(=O)Cc2ccc3ccccc3c2)cc1	-3	0	2	-6	3	2	-0.1	-9
7	O=C(C[n+]1cccc2ccccc21)c1ccc([N+](=O)[O-])cc1	1	0	-7	-7	12	1	-0.9	12
8	COc1ccc(NC(=O)Nc2c(C)noc2-c2ccccc2)cc1	-2	6	-5	-7	6	21	4.5	-5
9	COC(=O)c1ccc(C(=O)OC)c(NC(=O)COC(=O)CC2CC3CCC2C3)c1 (centres undefined)	-3	19*	-4	-4	-8	7	-0.7	1
10	O=C(COC(=O)c1ccc(Br)cc1)Nc1cccnc1Cl	9	-1	6	-1	5	-2	-1.1	16
11	Cc1cccc(N/C=C(\[N+](=O)[O-])S(=O)(=O)c2ccccc2)c1C	-7	0	7	-4	-9	-11	-0.2	12
12	Cc1cc(N2CCN(c3ccc(F)cc3)CC2)n2ncnc2n1	-2	0	5	-4	4	0	2.8	-5
13	O=C(c1ccccc1O)N1CCOCC1	-8	0	-3	-6	0	-4	1.9	1
14	S=C(Nc1cccnc1)N1CCCCC1	-1	-3	-9	-15	-6	2	-0.7	3
15	COC(=O)C1(Cc2ccc3c(c2)CCC3)Cc2ccc3c(c2C1=O)CCC3 (centres undefined)	.	-1	9	.	-3	4	0.5	27
16	NC(=O)c1ccccc1NC(=S)NC(=O)c1ccc(Br)o1	0	-8	10	-5	-15	-2	-1.9	46
17	CCCN(CCC)CCCNC(=O)c1ccc(CS(=O)(=O)c2c(Cl)cccc2Cl)o1	0	0	4	1	47	0	0.4	6
18	CN1CCN(CCCNC(=O)c2ccc3c(c2)N(Cc2ccccc2)CCS3)CC1	2	1	-3	3	25	-4	1.2	16
19	CCOc1cc(C2NC(=O)CCC2[N+](=O)[O-])cc(Br)c1OCC (centres undefined)	-1	-2	2	5	.	-4	2.5	3
20	CCOc1ccc(CCNC(=O)C(CCC(N)=O)NC(=O)OCc2ccccc2)cc1OCC (centres undefined)	-4	0	0	-10	1	1	-0.6	-7
21	NC1=NC(=O)/C(=C/c2cn(Cc3ccccc3)c3ccccc23)S1	-3	-10	9	-7	4	-18	1.0	19
22	COC(=O)c1ccccc1N=Nc1c(N)n[nH]c1N	0	3	-6	-6	1	7	1.4	3
23	N#Cc1c(NC(=O)c2ccccc2)sc2c1CCC2	0	4	11	-2	-109	3	0.0	-4
24	CC(C)Oc1ccc(C(CCN)C2CCCCC2)cc1 (centres undefined)	-4	-1	-5	-10	12	4	1.0	11
25	CC1=C(C)CC2C(C1)C(=O)c1ccc(Br)cc1S2(=O)=O (centres undefined)	-3	1	72*	-9	14	11	-0.4	84*
26	Cc1ccc(-c2ccc(/C=N/NC(=O)CN3CCOCC3)o2)cc1[N+](=O)[O-]	6	3	-7	-21	1	-16	-5.0	1
27	CCCCCc1c(C)c(C#N)c2nc3ccccc3n2c1-n1ccnc1C	-6	-2	2	-6	24	1	-0.8	9
28	COc1cccc(C(=O)NCc2cccnc2)c1	-4	3	6	-6	22	-11	0.9	4
29	CCn1c(C)cc(/C=C2/SC(=O)N(CC(=O)N3CCCC3)C2=O)c1C	-5	0	-6	-8	12	-6	-0.3	-4
30	O=C(NNc1cccc(Cl)n1)C1CC1	-1	5	-9	-10	1	0	-1.5	2

no.	SMILES	A3A deaminase	NR3A LBD binder	CXCR6 block	A3G deaminase	Gli-Sufu block	EBI2 antag	MPTP block	CCR6 antag
31	NNC(=O)CCc1c[nH]c2ccccc12	-2	-2	-6	-4	-2	-2	-1.9	-8
32	CC1CN(S(=O)(=O)c2cccc(C(=O)NCC3COc4ccccc4O3)c2)CC(C)O1 (centres undefined)	-2	0	1	-7	4	10	1.6	7
33	CCOC(=O)Cc1c(C)nc(-c2ccccc2)[nH]c1=O	0	-1	-2	1	-6	-3	-2.7	-2
34	CCOC(=O)CSc1nc(C(C)(C)C)nc2ccccc12	-1	1	-7	-9	-3	8	-0.8	9
35	CCc1c(C)sc(NC(=O)/C=C/C(=O)O)c1C(N)=O	1	0	2	-5	-8	1	-4.0	-5
36	O=C(c1cc(-c2ccccc2Cl)on1)N1CCCC1	-2	0	-1	-7	-89	3	-0.4	22
37	Cc1ccc(CCCNC(=O)C2CCC(=O)N(Cc3cccc(F)c3)C2)cc1 (centres undefined)	0	-1	-4	5	23	14	-1.6	14
38	COC(CNC(=O)c1ccc2c(c1)ncn2-c1ccc(F)cc1F)OC	-8	-3	2	-6	-10	-10	0.6	12
39	CN(C)CCCN(C(=O)c1ccc(S(=O)(=O)N2CCCCCC2)cc1)c1nc2c(F)cccc2s1	1	-18	2	-4	17	0	0.0	15
40	C[C@H](NC(=O)C1CC(=O)N(c2ccc3c(c2)OCCO3)C1)C(=O)NCc1ccco1 (some centres undefined)	-2	-1	-6	-2	-9	-7	-2.6	4
41	COc1ccc(C(=O)CSc2nnnn2C)c(OC)c1	-3	2	5	-4	-5	-1	0.0	5
42	C=CCn1c(SCC(=O)NCc2ccco2)nc2sc3c(c2c1=O)CCCC3	-4	3	9	-8	-4	11	1.7	10
43	Cc1c(C#N)c2ccccc2n1CC(=O)NCC1CCCO1 (centres undefined)	-5	-3	-1	-6	0	-2	0.0	13
44	COc1cccc(C(=O)n2cnnc2N)c1OC	-1	-17	-3	-6	4	-7	-0.2	-17
45	Cc1ccc(C)c(CSc2ccc3nnc(-c4ccccn4)n3n2)c1	-7	-4	-6	1	5	22	-3.4	5
46	CC1=NN(C(=O)c2csc(C(C)C)c2)C(O)(C(F)(F)F)C1 (centres undefined)	3	8	-9	0	-5	-6	3.4	-2
47	Cc1cccc(S(=O)(=O)Nc2ccc(-c3ccc4nncn4n3)cc2)c1	-5	0	-5	-10	-14	-11	-1.6	5
48	COc1cc(OC)cc(C(=O)n2cnnc2N)c1	2	0	-8	0	16	-3	0.2	2
49	O=C(CN1C(=O)NC2(CCCC2)C1=O)Nc1cc(S(=O)(=O)N2CCOCC2)ccc1OCC(F)(F)F	7	-2	-6	-3	1	1	-0.9	15
50	NC(=S)Nc1cc2ccccc2c2ccccc12	-1	-2	-20	-4	12	-4	1.8	2
51	CC(C)CCOc1ccc(C(=O)N2CCCC2C(=O)O)cc1 (centres undefined)	1	3	6	0	2	4	-0.2	9
52	COCCn1c(=O)c2ccccc2c2ccccc2c1=O	2	-2	-1	-2	12	-15	-1.1	8
53	O=C(NCc1ccco1)c1ccccc1-c1ccccc1	0	-3	4	2	6	-4	2.3	6
54	O=C(NCCCCNC(=O)c1ccccn1)c1ccccn1	1	1	-2	-7	-6	-8	-1.2	16
55	CC1CN(C(=O)COC(=O)/C=C/c2cccc([N+](=O)[O-])c2)CC(C)O1 (centres undefined)	1	-2	-1	-1	-1	-2	-3.4	-10
56	O=C1CC(c2ccccc2)CC(O)=C1C=NC1CCCCC1 (centres undefined)	0	-2	2	-5	.	4	-3.0	14
57	CCCc1cc(CNC(=O)C2CCC(=O)N(CCc3cccc(F)c3)C2)on1 (centres undefined)	-3	-1	4	-5	4	1	-1.7	-9
58	Cc1cc2cc(CNC(=O)CC(C)C)ccc2n1C	1	0	2	-6	6	0	6.8	-8
59	Cc1cc(OCC(=O)Nc2ccc(CN3CCOCC3)cc2)c2c(C)cc(=O)oc2c1	-2	-2	-9	-5	4	-11	2.1	17
60	O=C(CSc1ccc([N+](=O)[O-])cc1)NNC(=O)c1ccccc1F	-2	-1	-4	-6	-5	-12	1.1	7
61	CCOC1CCCCC1NS(=O)(=O)c1ccc(Cl)cc1 (centres undefined)	-1	-1	0	2	9	-5	0.8	3
62	Cc1cccc(-c2oc3ccc(-c4ccc5c(c4)OCO5)cc3c2/C=C/c2ccc(N)cc2)c1	2	3	-4	-10	-9	0	0.2	-1

Arranged by molecular weight (smallest number first): some entries from above.
no.	SMILES	A3A deaminase	NR3A LBD binder	CXCR6 block	A3G deaminase	Gli-Sufu block	EBI2 antag	MPTP block	CCR6 antag
31	NNC(=O)CCc1c[nH]c2ccccc12	-2	-2	-6	-4	-2	-2	-1.9	-8
50	NC(=S)Nc1cc2ccccc2c2ccccc12	-1	-2	-20	-4	12	-4	1.8	2
23	N#Cc1c(NC(=O)c2ccccc2)sc2c1CCC2	0	4	11	-2	-109	3	0.0	-4
24	CC(C)Oc1ccc(C(CCN)C2CCCCC2)cc1 (centres undefined)	-4	-1	-5	-10	12	4	1.0	11
35	CCc1c(C)sc(NC(=O)/C=C/C(=O)O)c1C(N)=O	1	0	2	-5	-8	1	-4.0	-5
7	O=C(C[n+]1cccc2ccccc21)c1ccc([N+](=O)[O-])cc1	1	0	-7	-7	12	1	-0.9	12
2	COc1cccc(C(=O)NC(=S)Nc2ccc(Cl)c(C(=O)O)c2)c1	-5	0	26	-4	-18	-7	0.0	-1
57	CCCc1cc(CNC(=O)C2CCC(=O)N(CCc3cccc(F)c3)C2)on1 (centres undefined)	-3	-1	4	-5	4	1	-1.7	-9
5	O=C(c1cc(C2CC2)on1)N1CCCC(N2CCN(c3cccc(C(F)(F)F)c3)CC2)C1 (centres undefined)	1	1	-3	-4	0	9	-0.8	5
